Bioassay records deposited in PubChem BioAssay by National Center for Advancing Translational Sciences (NCATS).
Giardia kill = Giardia lamblia killing; actives 0.15% (n = 340,000); Giardia lamblia trophozoite viability; activity change, % at 7.66 µM, hits read low; AID 540267; in the data active = activity change below about -80%; inconclusive = between about -30% and that limit;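 also: parasites exposed to compound for two days anaerobically before the ATP read; % is scaled to controls: 0 for no effect and ±100 for the full control effect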
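Viability, read as ATP luminescence: trophozoites at 100 cells/well, compound added, 48 hrs anaerobic at 37 deg C, then 15-30 min room-temperature development before reading.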
hERG WT inh = blocks the wildtype human KCNH2 potassium channel; Q12809; U2OS, BacMam KCNH2, thallium flux FluxOr; stronger effect = lower value; activity change, % at 1.84 µM; actives 0.37% (n = 340,000); AID 720551;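 active = maximum activity change below -70%; inconclusive = maximum activity change between -70% and -50%; inactive = maximum activity change above -50%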; also: % is scaled to controls: 0 for no effect and ±100 for the full control effect
Target sequence (Q12809 whole entry, looked up): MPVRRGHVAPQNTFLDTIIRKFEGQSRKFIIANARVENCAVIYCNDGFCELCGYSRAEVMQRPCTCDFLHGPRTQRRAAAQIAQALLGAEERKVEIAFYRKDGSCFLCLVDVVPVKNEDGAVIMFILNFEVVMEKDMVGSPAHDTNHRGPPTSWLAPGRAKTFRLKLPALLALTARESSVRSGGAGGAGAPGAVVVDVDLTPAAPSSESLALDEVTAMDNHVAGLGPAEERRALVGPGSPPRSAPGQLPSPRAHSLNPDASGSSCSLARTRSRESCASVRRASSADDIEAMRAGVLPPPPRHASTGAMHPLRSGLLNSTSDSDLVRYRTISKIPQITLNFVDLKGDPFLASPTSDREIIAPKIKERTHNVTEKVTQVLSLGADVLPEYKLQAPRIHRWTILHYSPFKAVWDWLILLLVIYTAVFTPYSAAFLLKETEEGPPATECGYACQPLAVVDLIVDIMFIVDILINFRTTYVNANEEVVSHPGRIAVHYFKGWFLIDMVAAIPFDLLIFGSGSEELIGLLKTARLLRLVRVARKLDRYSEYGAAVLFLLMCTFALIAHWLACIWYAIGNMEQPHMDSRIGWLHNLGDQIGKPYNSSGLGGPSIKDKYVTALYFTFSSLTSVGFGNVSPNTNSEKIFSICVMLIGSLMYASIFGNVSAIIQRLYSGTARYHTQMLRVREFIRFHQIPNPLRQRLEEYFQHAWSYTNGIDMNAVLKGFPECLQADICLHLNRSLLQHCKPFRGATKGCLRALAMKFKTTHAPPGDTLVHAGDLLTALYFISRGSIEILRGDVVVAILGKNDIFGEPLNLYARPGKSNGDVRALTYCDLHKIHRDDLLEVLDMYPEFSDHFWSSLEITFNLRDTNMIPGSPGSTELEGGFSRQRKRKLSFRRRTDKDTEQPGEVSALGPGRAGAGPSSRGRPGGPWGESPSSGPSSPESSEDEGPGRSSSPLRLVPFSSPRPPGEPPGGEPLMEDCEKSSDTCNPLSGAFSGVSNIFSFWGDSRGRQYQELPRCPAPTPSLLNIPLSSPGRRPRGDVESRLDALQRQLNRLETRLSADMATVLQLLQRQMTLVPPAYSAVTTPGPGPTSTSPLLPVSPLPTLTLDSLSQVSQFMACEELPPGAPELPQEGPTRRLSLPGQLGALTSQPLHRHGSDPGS
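U2OS cells transduced with wild-type KCNH2 virus are loaded with FluxOr dye for 45 min, and thallium flux is measured in kinetic reads before and after stimulation buffer. Rate constants are normalized to DMSO controls.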
TCR activator = activates T cell receptor signaling | primary human leukocytes, anti-CD3, IL-2 HTRF, 48 h | Potency, µM (titrated, usually from 9.22 µM), for inactives: top-dose activation of IL-2 secretion, hits mostly activators | 330,000 tested, under 10 active | AID 504894; active = well fitted activation curve with a large enough effect; inconclusive = small, poorly fitted or top-dose-only effect, or another doubt; inactive = no such curve, though single readings can be large or run the other way; also: % of control where 0% means no effect
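Primary human leukocytes incubated 48 hr with anti-CD3 beads plus compound, without co-stimulation. Secreted IL-2 measured by HTRF (europium cryptate/d2 anti-IL-2 pair, 320 nm excitation, 665 nm emission).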
Active calls of the source: *; ? = inconclusive; [ ] = another dose, or the depositor's remark. A portion of the library. The share of hits here may be higher or lower than overall.

SMILES	Giardia kill	hERG WT inh	TCR activator
O=S(=O)(Oc1ccccc1)c1cccnc1	0	-4	-1%
N#CC1(Nc2cccc(Cl)c2)CCCC1	18	-6	8%
COc1ccccc1CNS(=O)(=O)CCNCCc1ccccc1	1	4	-9%
NN=C(c1cccc([N+](=O)[O-])c1)c1cccc([N+](=O)[O-])c1	-3	10	-10%
COc1ccc(C(=C(CC(=O)O)C(=O)OC(C)(C)C)c2cc(OC)c(OC)c(OC)c2)cc1OC	-1	-29	-2%
Cc1sc2ncnc(N3CCC(C(=O)N4CC(C)SC4=Nc4ccc(Cl)cc4)CC3)c2c1C (stereo not given)	-6	2	-1%
CC(CCC(=O)O)C1CCC2C3CC(O)C4CC(O)CC[C@]4(C)C3CCC12C (stereo not given in full)	-10	1	8%
CCc1cnccc1CCC(=O)Nc1ccccc1C	3	-22	2%
CC(=O)N1CCN(S(=O)(=O)c2cccc(C(=O)NNC(=O)c3ccc(Br)cc3)c2)CC1	-4	-6	-3%
C[C@]12CCC3c4ccc(O)cc4CCC3C1CC/C2=N\N (stereo not given in full)	-12	25	-4%
OC(Cc1ccncc1)c1ccccc1Cl (stereo not given)	-13	-2	-3%
COC1OC(COCc2ccccc2)C(N)C(OCc2ccccc2)C1OCc1ccccc1 (stereo not given)	0	1	-1%
O=C(Cc1cccc(NC(=O)C2CCCN(C(=O)c3ccccc3)C2)c1)Nc1cccc(C(=O)N2CCCCC2)c1 (stereo not given)	27	1	-5%
CCOc1cc(C(=O)N(Cc2ccccc2)c2ccc(C)cc2)ccc1OCC(=O)N1CCOCC1	1	-1	-1%
COc1cccc(SCc2noc(C(=O)NCCCN3CCOCC3)c2C(=O)NCCCN2CCOCC2)c1	-2	0	-1%
CN(C(=O)COC(=O)c1ccc(Cl)c(S(=O)(=O)NCc2ccccc2)c1)C1CCS(=O)(=O)C1 (stereo not given)	-23	17	3%
CN(C(=O)c1cccc(NC(=O)Cc2ccc(NC(=O)C3CCCN(C(=O)C4CCCCC4)C3)cc2)c1)C1CCC1 (stereo not given)	-20	-3	-11%
Cc1ccc(NC(=O)COc2ccccc2)c(NC(=O)c2ccccc2C)c1	-4	1	0%
COc1ccc(C=CC(=O)c2ccc(OC)c(OC)c2O)cc1OC	-6	12	-2%
CN(C(=O)c1cccc(NC(=O)Cc2ccc(NC(=O)C3CCN(C(=O)C4CCC4)CC3)cc2)c1)C1CCC1	2	0	0%
CCSC(=O)N=Nc1ccc(O)cc1	16	-7	-4%
Cc1ccc(C(=O)COC(=O)CSc2cccc3cccnc23)c(C)c1	0	-3	2%
NC(=O)c1ccccc1NC(=O)C(c1ccccc1)c1ccccc1	3	-6	-6%
C=CC(=O)Oc1ccc(N2Cc3ccccc3C2=O)cc1	-13	2	-2%
Cc1cc(C)c(NC(=O)CN2CCOCCOCCOCCOCC2)c(C)c1	-18	39	-4%
Cc1ccc(Nc2cc(C)nc3ccccc23)c(C)c1	-3	2	1%
COc1ccc(-c2nc(C#N)c(NCCN(C)C)o2)cc1	-3	-7	0%
Nc1cc(=O)n(Cc2ccccc2)c(=O)n1Cc1ccccc1	3	2	1%
ON=C1c2ccccc2-c2ccc(F)cc21	-2	-8	-13%
N#CCc1c[nH]c2ccc([N+](=O)[O-])cc12	-15	-14	11%
N#CCc1c(C#N)c(N)nc(N2CCCC2)c1C#N	21	-16	1%
COc1ccc(-c2nc(CN3CCC(C(=O)NC4CCCc5ccccc54)CC3)c(C)o2)cc1OC (stereo not given)	-2	8	1%
O=C(CN(c1ccc(F)cc1)S(=O)(=O)c1ccccc1)N1CCOCC1	0	-2	-4%
CC(C)CC1(C)CNC(=O)NC1	23	-3	0%
CCOC(=O)C1=C(C)N(CCCC(=O)O)C(=O)NC1c1cccs1 (stereo not given)	-22	-4	-68%
CCOc1ccc(Br)cc1S(=O)(=O)Nc1cccc(S(=O)(=O)N2CCOCC2)c1	4	-223*	3%
COc1ccc2c(O)c(-c3c(C)cc(C)cc3C)c(=O)[nH]c2c1	-15	6	5%
O=S(=O)(c1ccc(F)cc1F)N1CCN(CCO)CC1	-1	28	2%
CC(C)CNC(=O)C1Nc2ccccc2C2C=CCC12 (stereo not given)	1	10	-7%
CCN(CC)CC(O)CNc1ccnc2c(Cl)ccc(Cl)c12 (stereo not given)	1	-2	-9%
CCc1ccccc1Nc1nc2ccccc2[nH]1	-12	0	-5%
CCOC(=O)/C(C#N)=N/Nc1ccc(S(=O)(=O)Nc2cc(OC)nc(OC)n2)cc1	41[activator]	-2	-2%
O=C1c2ccccc2C(=O)N1CCc1c(-c2[nH]c3ccccc3c2CCN2C(=O)c3ccccc3C2=O)[nH]c2ccccc12	-4	2	9%
CC(C)c1ccc(C2OCCCO2)cc1	11	-6	-1%
O=C1Cc2cc(O)ccc2O1	3	-3	-6%
CC#CCN1c2ccccc2[C@]23C[C@@H](C(=O)OC)N(C(=O)NC4CCCCC4)C2=NC(C(=O)OC)=C(C(=O)OC)[C@H]13	-4	-7	0%
CCOC(=O)N1CCC(Nc2nc3ccccc3n3cnnc23)CC1	-12	3	1%
CC(=O)c1c(O)cc(=O)oc1-c1ccc(C)cc1	-24	-1	-2%
O=C(c1cccc(Cl)c1)N1CCC2CC1c1cc(-c3ccc(F)cc3)ccc12 (stereo not given)	1	-1	-2%
Oc1ccc(C=NNc2nc3ccccc3s2)c(O)c1	4	-5	6%
CCc1nc(SCC(=O)N2CCc3cc(OC)c(OC)cc3C2)c(C#N)cc1C	-2	-3	-4%
O=C(NC1CCN(Cc2ccccc2)CC1)c1cccc(NS(=O)(=O)c2ccc(Br)cc2)c1	7	17	-7%
O=C1c2ccccc2C(O)(c2ccccc2)N1c1ccc([N+](=O)[O-])cc1Cl (stereo not given)	-8	-1	0%
CC(=O)N(C)c1ccc(NC(=O)C(c2ccccc2)c2ccccc2)cc1	5	-5	8%
CC(CCc1ccccc1)NC(=O)CN1CCOc2ccccc21 (stereo not given)	?	21	2%
O=C(Nc1cccc(C(=O)O)c1)/C(=C/c1ccccc1)NC(=O)c1cccc(Br)c1	1	2	4%
CC1CCN(N=Nc2nc3c([nH]2)c(=O)n(C)c(=O)n3C)CC1	-6	-1	2%
CC(=O)N1CCN(C(=O)CNC(=O)c2ccc(C)s2)CC1	11	-6	-2%
COc1ccc(N/C=C/C(=O)c2ccc(C)cc2)c([N+](=O)[O-])c1	-6	8	-4%
CC12CCCC(C(C#N)C(N)=O)(C1)NC(=O)C2C#N (stereo not given)	-13	-4	5%

In the list so far, these have bromine:
SMILES	Giardia kill	hERG WT inh	TCR activator
CC(=O)N1CCN(S(=O)(=O)c2cccc(C(=O)NNC(=O)c3ccc(Br)cc3)c2)CC1	-4	-6	-3%
CCOc1ccc(Br)cc1S(=O)(=O)Nc1cccc(S(=O)(=O)N2CCOCC2)c1	4	-223*	3%
O=C(NC1CCN(Cc2ccccc2)CC1)c1cccc(NS(=O)(=O)c2ccc(Br)cc2)c1	7	17	-7%
O=C(Nc1cccc(C(=O)O)c1)/C(=C/c1ccccc1)NC(=O)c1cccc(Br)c1	1	2	4%

Back to the main list, starting 3 compounds before the break.
SMILES	Giardia kill	hERG WT inh	TCR activator
CC(=O)N1CCN(C(=O)CNC(=O)c2ccc(C)s2)CC1	11	-6	-2%
COc1ccc(N/C=C/C(=O)c2ccc(C)cc2)c([N+](=O)[O-])c1	-6	8	-4%
CC12CCCC(C(C#N)C(N)=O)(C1)NC(=O)C2C#N (stereo not given)	-13	-4	5%
COC(=O)c1ccc(Oc2nc3ccccc3n3c(C)nnc23)cc1	-19	-4	-3%
NC1=NC(=O)NC1(c1ccccc1)c1ccccc1	-10	-8	-2%
CC(C)=CCc1c(O)cc2c(=O)c3ccc(O)cc3oc2c1O	5	-1	9%
COC(=O)c1ccc(C(=O)OC)c(NC(=O)CSc2nc(-c3ccco3)cc(C(F)(F)F)n2)c1	11	2	-2%
NC(=O)C1C2CCC(C2)C1C(N)=O (stereo not given)	-8	-5	0%
CC(C)OCCCNc1nc(Cl)nc2c1cnn2C	-5	-3	0%
COCOc1ccc(/C=C/C(=O)c2c(O)cc(OCOC)cc2OCOC)cc1	-9	-3	-1%
O=C(CNC(=O)c1cc(=O)[nH]c2ccc(S(=O)(=O)N3CCOCC3)cc12)Nc1ccc(F)c(F)c1	-9	0	1%
Brc1ccc(-c2noc3c2-c2nc(-c4ccccc4)sc2CC3)cc1	-27	8	1%
CN(C(=O)c1ccc(NC(=O)Cc2ccc(NC(=O)C3CCCN(C(=O)C4CC4)C3)cc2)cc1)C1CCCC1 (stereo not given)	4	-4	2%
Cn1ncc(N=Cc2c(O)ccc3ccccc23)c1C(=O)N1CCOCC1	9	-11	0%
Cc1cc(C)c(Cn2c(=O)n(CCCC(=O)NCc3ccco3)c(=O)c3ccccc32)c(C)c1	1	4	-1%
COc1cccc(-c2nc(N3CCCCC3)c3ccccc3n2)c1O	10	-3	-5%
O=C1/C(=C\c2ccccc2)CCC/C1=C/c1ccccc1	10	-11	-8%
Oc1ccccc1C=NN=C1c2ccccc2-c2ccccc21	5	-7	0%
OCc1ccccc1SSc1ccccc1CO	-10	5	-1%
COc1ccc([C@H]2/C=C\CN(C(=O)c3ccccc3)[C@@H](C)C(=O)N2Cc2ccc(F)cc2)cc1	0	-7	0%
NCCC1CN(C(=O)OCc2ccccc2)c2ccccc21 (stereo not given)	15	8	-8%
CC(C)Cc1ccc(CN2CCCC(NC(=O)c3cnc4ccccn4c3=O)C2)cc1 (stereo not given)	2	23	-5%
CC(C)(C)OC(=O)N(CCc1ccccc1)Cc1ccccc1OCc1ccc(NC(=O)C2CCCC2)cc1	1	-1	9%
CC(C)/C(C=O)=C(/NC1CCCCC1)c1ccccc1	17	-1	-51%
COc1ccc(C(=O)N2[C@@H](C(C)C)COc3cc(Br)ccc3S2(=O)=O)cc1	0	23	3%
c1ccc(-c2csc(CN3CCCCC3)n2)cc1	4	2	-3%
CCCc1cc2c(cc1NC(=O)Cc1ccccc1)OCO2	-24	0	-4%
O=C(Nc1ccc([N+](=O)[O-])c(NC(=O)c2cccnc2)c1)c1cccnc1	-1	17	-9%
NC(=O)c1ncn([C@@H]2O[C@H](CNCc3cnc(N4CCOCC4)s3)[C@@H](O)[C@H]2O)n1	-5	-4	1%
O=C1CC(N2CCN(C3CCc4ccccc4C3)CC2)C(=O)N1c1ccccc1 (stereo not given)	1	-6	-5%
CCCCN1CC(COCc2ccccc2)Oc2cccc(Oc3ccccc3)c2S1(=O)=O (stereo not given)	-7	3	-3%
CC(C)C[C@@H](CNCC(=O)[C@H](CC(C)C)NC(=O)c1[nH]cnc1C(=O)N[C@@H](C)CN)NC(=O)c1nc[nH]c1C(=O)N[C@@H](CC(=O)O)C(=O)O	-3	2	-17%
Cn1c(=O)c2c(nc(CN3CCN(c4ccccc4F)CC3)n2CCCc2ccccc2)n(C)c1=O	9	6	2%
COc1ccc(CNCCCn2cnc3c(OCc4ccccc4)ncnc32)cc1	-18	51	0%
CCC1(CC)C(C#N)C(=O)NC(=O)C1C#N (stereo not given)	-5	-7	1%
C/C(=C\C(=O)c1ccccc1)Nc1ccc(Cl)c(Br)c1	7	5	-11%
COc1cccc(CN(C)C(=O)c2cccc(S(=O)(=O)N3CCN(c4ccccc4)CC3)c2)c1OC	-7	8	1%
NS(=O)(=O)c1ccc(OC(=O)CNC(=O)OCc2ccccc2)cc1	6	-2	-4%
CCC1(c2ccccc2)SC(N)=NC1=O (stereo not given)	1	25	4%
O=S(=O)(Cc1ccc(Cl)cc1)Oc1ccc(Cl)cc1	5	-4	4%
O=C(NCc1ccccn1)Nc1ccc(Cl)cc1	10	22	2%
CN1OC[C@@H]2CN(Cc3ccc(Cl)cc3)[C@H](c3cccc(Br)c3)C[C@@H]21	6	1	3%
COc1ccccc1CNC(=O)CN1CCN(Cc2ccc(Cl)cc2)C1=O	-7	-10	2%
CCOc1ccc(N(CC(=O)NC2CCCCC2)C(=O)CNC(=O)c2ccco2)cc1	7	1	-2%
Cc1ccc(S(=O)(=O)SCCCSS(=O)(=O)c2ccc(C)cc2)cc1	2	42	1%
COC(=O)C(C)Oc1ccc(Cl)c(CN2OCC(C)(C)C2=O)c1 (stereo not given)	-23	1	2%
Cc1ccccc1-c1nc(CN2CCC(C(=O)NC3CCN(Cc4ccccc4)CC3)CC2)c(C)o1	?	5	8%
O=C(NCCN1CCN(c2cccc(Cl)c2)CC1)c1cccn2c(=O)c3ccccc3nc12	36[activator]	-18	-3%
COC(=O)[C@H](CCSC)NC(=O)Cn1cc(C)c(=O)[nH]c1=O	-15	-14	-5%

Of the compounds above, these have a tert-butyl group.
SMILES	Giardia kill	hERG WT inh	TCR activator
COc1ccc(C(=C(CC(=O)O)C(=O)OC(C)(C)C)c2cc(OC)c(OC)c(OC)c2)cc1OC	-1	-29	-2%
CC(C)(C)OC(=O)N(CCc1ccccc1)Cc1ccccc1OCc1ccc(NC(=O)C2CCCC2)cc1	1	-1	9%
